PI5P4Ka inh: blocks human PI5P4K alpha kinase activity | P48426 | max response, % | PI5P4Kalpha enzyme, ADP-Glo luminescence, 60 min; active compounds read low | 1.2% of 330,000 active | AID 652105; active = max response of -50% or lower; inconclusive = between -30% and -50%; inactive = -30% or higher; also: value at the top dose of about 77 µM; % is scaled to controls: 0 for no effect and ±100 for the full control effect
Target sequence (P48426 whole entry, looked up): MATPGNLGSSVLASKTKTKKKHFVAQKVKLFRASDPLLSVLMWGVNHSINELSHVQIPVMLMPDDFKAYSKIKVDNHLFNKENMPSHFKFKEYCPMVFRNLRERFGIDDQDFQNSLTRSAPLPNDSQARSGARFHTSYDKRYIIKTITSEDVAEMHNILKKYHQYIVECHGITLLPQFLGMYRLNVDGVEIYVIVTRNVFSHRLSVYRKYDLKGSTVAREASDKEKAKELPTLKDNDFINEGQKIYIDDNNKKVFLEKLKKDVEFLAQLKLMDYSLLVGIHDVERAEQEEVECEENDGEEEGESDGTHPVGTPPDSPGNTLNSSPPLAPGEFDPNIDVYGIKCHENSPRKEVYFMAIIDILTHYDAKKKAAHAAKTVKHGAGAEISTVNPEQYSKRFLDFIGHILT
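Controls without substrate or without enzyme flank wells where PI5P4Kalpha converts substrate using 5 microM ATP (final). Incubation lasts 60 minutes at room temperature; ADP formed is read by ADP-Glo luminescence.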
IL2 activator: activators of IL-2. IL-2 activation reporter assay, cell-based qHTS; stimulated with anti-CD3/CD4/CD28 beads; in transgenic mouse T cells. activation, % (series mostly up to about 46 µM). 0.065% of 360,000 active. AID 652025; in the data active = activation above about 50%; inconclusive = mostly about 30% to 49%; also: 0% is about no effect
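Unstimulated transgenic mouse T cells preincubated 60 min with compound, then stimulated with anti-CD3/anti-CD4-coated beads plus anti-CD28 for 18 h at 37 degrees C. IL-2 response read as EGFP and DsRed fluorescence by plate cytometry.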
D3 ag: D3 dopamine receptor (human) agonism | P35462 | D3R DiscoveRx beta-arrestin cells, luminescence, 90 min | max activation, % | 0.58% of 410,000 active; in the data active = max activation above about 30%; also: 0% is about no effect; mostly tested at two doses, the higher about 12 µM
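Agonist-mode cell screen: cells plated at 1500/well and incubated overnight at 37 °C, then exposed to library compounds for 90 min at 37 °C. Detection reagent was added for 30–60 min at room temperature, and luminescence was read.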
WRN inhibitor: inhibitors of human WRN helicase. WRN helicase unwinding, fluorescent forked duplex, kinetic. Potency, µM (series often up to 114 µM), inactives show top-dose activity change, negative = inhibition, hits mostly inhibitors. AID 651768. 0.46% of 360,000 active. Q14191; also: potency is read from the fitted curve at half-maximal effect; % is scaled to controls: 0 for no effect and ±100 for the full control effect; nearly all actives have a fitted effect of over 55% in size
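WRN at 20 nM final was preincubated with compound for 15 min at room temperature; reaction started with 100 nM forked duplex oligonucleotide carrying fluorophore and quencher plus 2 mM ATP (final). Unwinding followed kinetically by red fluorescence (ex 525/em 598 nm).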
DRD3 antagonist: blocks the human D3 dopamine receptor; D3R cells, DiscoveRx beta-arrestin luminescence, antagonist mode; active compounds read low; max response, negative = inhibition, %; 2.5% of 360,000 active; in the data active = max response below about -50%; inconclusive = no clear call, values can overlap the other calls; also: % is scaled to controls: 0 for no effect and ±100 for the full control effect; mostly tested at two doses, the higher about 12 µM
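Cells plated overnight at 1500 cells/well, then exposed to library compounds with dopamine controls for 90 minutes at 37 degrees C. DiscoveRx reagent added for 30–60 minutes at room temperature; luminescence read, quantitative HTS format.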
GLP1R cytotox: cytotoxic in the GLP-1 receptor inverse agonist counter-screen; HEK293 cAMP-luciferase reporter cells, luminescence, 24 h; Potency, µM (series often up to 38.3 µM), without a hit: top-dose activity change, negative = inhibition, usual class: inhibitors; 0.13% of 410,000 active;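 also: loss of luciferase light is scored as toxicity; potency is read from the fitted curve at half-maximal effect; % is scaled to controls: 0 for no effect and ±100 for the full control effect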
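MLSMR compounds, 24 hr on cells at 37 deg C/5% CO2; luminescence after luciferase reagent (12 min RT). Inhibition counted as the undesired cytotoxic outcome.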
GLP-1R inv ag: acts as inverse agonist at human GLP-1 receptor; P43220; HEK293 GLP-1R CRE-luciferase, luminescence, 24 h; GLP-1R form is constitutively active; Potency, µM (titrated, usually from 38.3 µM), inactives show top-dose activity change, negative = inhibition, hits mostly inhibitors; 1.6% of 410,000 active; also: potency is read from the fitted curve at half-maximal effect; % is scaled to controls: 0 for no effect and ±100 for the full control effect; nearly all actives have a fitted effect of over 55% in size
Target sequence (P43220 whole entry, looked up): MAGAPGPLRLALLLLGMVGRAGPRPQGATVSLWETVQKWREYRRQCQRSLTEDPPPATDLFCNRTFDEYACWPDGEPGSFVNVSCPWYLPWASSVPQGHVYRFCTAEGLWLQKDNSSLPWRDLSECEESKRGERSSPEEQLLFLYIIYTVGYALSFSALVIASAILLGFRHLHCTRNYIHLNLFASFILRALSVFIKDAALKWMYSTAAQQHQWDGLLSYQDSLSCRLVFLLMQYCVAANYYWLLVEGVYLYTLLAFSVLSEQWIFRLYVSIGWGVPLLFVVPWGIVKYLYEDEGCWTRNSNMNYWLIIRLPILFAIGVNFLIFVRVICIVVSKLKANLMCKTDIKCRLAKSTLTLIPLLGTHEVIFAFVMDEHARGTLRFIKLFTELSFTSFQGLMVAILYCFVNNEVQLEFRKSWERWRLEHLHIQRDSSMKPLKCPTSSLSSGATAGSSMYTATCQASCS
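Assay principle: reduced luminescence from a cAMP-responsive reporter in HEK293 cells co-expressing a constitutively active GLP-1R. Conditions: 24 hr compound incubation, 37 deg C, 5% CO2.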
PLK1 PBD block: PLK1 (human) polo-box domain binding inhibition; P53350; Plk1 PBD binding of FITC phosphopeptide, fluorescence polarization; Potency, µM, for the others: max response, negative = inhibition, usual class: inhibitors; 2.8% of 360,000 active; also: potency is read from the fitted curve at half-maximal effect; series mostly up to about 57 µM; % is scaled to controls: 0 for no effect and ±100 for the full control effect; nearly all actives have a fitted effect of over 65% in size
GLP-1R agonist: agonists of human GLP-1 receptor. P43220. HEK293 GLP-1R CRE-luciferase, luminescence, 4-6 h; cells express a hypersensitive GLP-1R form. Potency, µM (top dose mostly 45.6 µM), inactives show top-dose activation, hits mostly activators. 0.007% of 380,000 active; also: potency is read from the fitted curve at half-maximal effect; % of control where 0% means no effect
Active calls of the source: *; & = joins results of further samples; [ ] = dose if it differs, or a comment. Unless noted, calls follow the shape of the dose curve; as a rule, active = well fitted curve in the direction sought with a large enough effect; inconclusive = small, poorly fitted or top-dose-only effect, or another doubt; inactive = no such curve, though single readings can be large; an effect the other way counts as inactive or inconclusive.

How did O=C(O)c1ccccc1C1c2ccccc2Oc2ccccc21 do in these assays?
PI5P4Ka inh: 1; IL2 activator: -0.5; D3 ag: -20; WRN inhibitor: 7%; DRD3 antagonist: -72*; GLP1R cytotox: -13%; GLP-1R inv ag: inconclusive; PLK1 PBD block: -15%; GLP-1R agonist: -2%

What do the screens show for `CCN(CC)C(=O)[C@H]1CC(CC(=O)NCc2ccc(OC)c(OC)c2)C(=O)N2CCc3c([nH]c4ccc(OC)cc34)[C@]12C` (stereo partly drawn)?
PI5P4Ka inh: 0; IL2 activator: 2.2; D3 ag: -13; WRN inhibitor: -2%; DRD3 antagonist: -11; GLP1R cytotox: 3%; GLP-1R inv ag: 2%; PLK1 PBD block: -4%; GLP-1R agonist: 2%

How did CC(=O)Nc1cccc(C(=O)OC(C(=O)c2ccc(C)cc2)c2ccccc2)c1 (stereo not drawn) do in these assays?
IL2 activator: -1.0; D3 ag: 25; WRN inhibitor: -9%; DRD3 antagonist: 20; GLP1R cytotox: -7%; GLP-1R inv ag: -3%; PLK1 PBD block: -10%; GLP-1R agonist: 7%

What do the screens show for `CCCCNC(=S)NCC(c1ccccc1)c1c[nH]c2ccccc12` (stereo not drawn)?
PI5P4Ka inh: 11; IL2 activator: -0.2; D3 ag: -11; WRN inhibitor: -5%; DRD3 antagonist: -16; GLP1R cytotox: inconclusive; GLP-1R inv ag: inconclusive; PLK1 PBD block: 0%; GLP-1R agonist: 11%

How did O=C(NCc1ccccn1)C1CCN(S(=O)(=O)c2ccc(Br)cc2)CC1 do in these assays?
PI5P4Ka inh: 9; IL2 activator: -0.2; D3 ag: -2; WRN inhibitor: 9%; DRD3 antagonist: -11; GLP1R cytotox: 0%; GLP-1R inv ag: -27%; PLK1 PBD block: -14%; GLP-1R agonist: -8%

Results for COc1cccc(-c2sc3ccc(OC)cc3c2-c2ccc(OCCN3CCCCC3)cc2)c1 ?
PI5P4Ka inh: 26; IL2 activator: 0.7; D3 ag: -34; WRN inhibitor: -8%; DRD3 antagonist: -12; GLP1R cytotox: 25%; GLP-1R inv ag: 2%; PLK1 PBD block: -7%; GLP-1R agonist: 7%

How did O=C(c1ccccc1)C(O)c1ccccc1 (stereo not drawn) do in these assays?
PI5P4Ka inh: 15; IL2 activator: 0.2; D3 ag: 13&3; WRN inhibitor: -10%; DRD3 antagonist: 2; GLP1R cytotox: -1%; GLP-1R inv ag: 9%; PLK1 PBD block: -9%; GLP-1R agonist: -4%&4%

Results for O=C(Nc1ccncc1)c1ccccc1-c1ccccc1 ?
PI5P4Ka inh: 1; IL2 activator: -0.4; D3 ag: 3; WRN inhibitor: 2%; DRD3 antagonist: 7; GLP1R cytotox: 1%[7.66 µM]; GLP-1R inv ag: -11%[7.66 µM]; PLK1 PBD block: -2%; GLP-1R agonist: 8%

Results for O=C(COC(=O)c1ccc(F)c(S(=O)(=O)N2CCOCC2)c1)NCc1ccc(Cl)cc1 ?
PI5P4Ka inh: 4; IL2 activator: 2.5; D3 ag: -5; WRN inhibitor: 4%; DRD3 antagonist: 13; GLP1R cytotox: 0%; GLP-1R inv ag: -3%; PLK1 PBD block: 5%; GLP-1R agonist: 2%

What do the screens show for `COc1ccc(OCc2cc(C(=O)NC(C)Cn3cncn3)no2)c(Cl)c1` (stereo not drawn)?
PI5P4Ka inh: 4; IL2 activator: 0.0; D3 ag: -5; WRN inhibitor: 10%; DRD3 antagonist: 13; GLP1R cytotox: -3%; GLP-1R inv ag: inconclusive; PLK1 PBD block: 6%; GLP-1R agonist: -3%

What do the screens show for `S=C(Nc1ccc(Cl)cc1)N(CCCN1CCOCC1)Cc1ccco1`?
PI5P4Ka inh: 17; IL2 activator: -3.1; D3 ag: -17; WRN inhibitor: -7%; DRD3 antagonist: inconclusive; GLP1R cytotox: 8%; GLP-1R inv ag: inconclusive; PLK1 PBD block: -12%; GLP-1R agonist: 2%

Results for COc1ccc(-c2nnc(NC(=O)Cc3ccccc3)s2)c(OC)c1 ?
PI5P4Ka inh: 5; IL2 activator: 2.9; D3 ag: -7; WRN inhibitor: -10%; DRD3 antagonist: 18; GLP1R cytotox: -7%; GLP-1R inv ag: 4%; PLK1 PBD block: 3%; GLP-1R agonist: -3%

Results for COc1ccccc1-c1ccc2c(c1)C(C)(Cc1ccc(Cl)cc1)C(=O)N2 (stereo not drawn) ?
PI5P4Ka inh: 5; IL2 activator: -0.6; D3 ag: -5; WRN inhibitor: -6%; DRD3 antagonist: 0; GLP1R cytotox: 1%; GLP-1R inv ag: 11%; PLK1 PBD block: 2%; GLP-1R agonist: 3%

How did CCCCN(CCCC)C(=S)NC(=O)C(C)(C)C do in these assays?
PI5P4Ka inh: -4; IL2 activator: -2.7; D3 ag: 10; WRN inhibitor: 12%; DRD3 antagonist: 18; GLP1R cytotox: 15%; GLP-1R inv ag: inconclusive; PLK1 PBD block: -7%; GLP-1R agonist: 1%

What do the screens show for `COC(=O)N/N=C/c1cn(Cc2ccc(F)cc2)c2ccccc12`?
PI5P4Ka inh: 9; IL2 activator: -4.2; D3 ag: 1; WRN inhibitor: -3%; DRD3 antagonist: 0; GLP1R cytotox: -5%; GLP-1R inv ag: 7.9µM*; PLK1 PBD block: -5%; GLP-1R agonist: 13%

How did COc1cccc(NC(=O)Cc2nnc(SCC(=O)NC3=NCCS3)n2C)c1 do in these assays?
PI5P4Ka inh: -1; IL2 activator: -0.6; D3 ag: -11; WRN inhibitor: 1%; DRD3 antagonist: -24; GLP1R cytotox: 3%; GLP-1R inv ag: -14%; PLK1 PBD block: -12%; GLP-1R agonist: 9%

How did NC(=O)NC(=O)CSc1nc(C2CCCCC2)n(-c2ccccc2)n1 do in these assays?
PI5P4Ka inh: 4; IL2 activator: 1.8; D3 ag: 10; WRN inhibitor: -8%; DRD3 antagonist: 6; GLP1R cytotox: 4%; GLP-1R inv ag: -24%; PLK1 PBD block: -10%; GLP-1R agonist: 1%

Results for CC(C)c1ccc(N(C(=O)c2cc3ccccc3oc2=O)C2C=CS(=O)(=O)C2)cc1 (stereo not drawn) ?
PI5P4Ka inh: -5; IL2 activator: -1.4; D3 ag: 1; WRN inhibitor: 7%; DRD3 antagonist: 5; GLP1R cytotox: -5%; GLP-1R inv ag: inconclusive; PLK1 PBD block: -1%; GLP-1R agonist: -2%

How did Cc1ccc(C)c(N2N=C(C(=O)OCC(=O)N(C)c3ccccc3)CCC2=O)c1 do in these assays?
PI5P4Ka inh: 2; IL2 activator: 0.2; D3 ag: 2; WRN inhibitor: 1%; DRD3 antagonist: 3; GLP1R cytotox: 9%; GLP-1R inv ag: 15%; PLK1 PBD block: -1%; GLP-1R agonist: -10%

How did O=c1[nH]c2ccccc2nc1/C=C(\O)c1cccs1 do in these assays?
PI5P4Ka inh: -7; IL2 activator: 148*; D3 ag: 3; WRN inhibitor: -11%; DRD3 antagonist: 3; GLP1R cytotox: 2%; GLP-1R inv ag: 13%; PLK1 PBD block: inconclusive; GLP-1R agonist: 3%

How did CC(Oc1cccc2cccnc12)C(=O)N/N=C/c1ccc2c(c1)OCO2 (stereo not drawn) do in these assays?
PI5P4Ka inh: 3; IL2 activator: -2.4; D3 ag: -2; WRN inhibitor: 5%; DRD3 antagonist: 24; GLP1R cytotox: 18%; GLP-1R inv ag: 19%; PLK1 PBD block: -1%; GLP-1R agonist: -1%

Results for Cc1nc2ncnn2c(C)c1CCC(=O)NCc1ccc(Cl)cc1 ?
D3 ag: -10; GLP1R cytotox: 8%; GLP-1R inv ag: 2%; GLP-1R agonist: 1%

Results for CC(C)(C)NC(=O)Nc1ccc(F)c(Cl)c1 ?
PI5P4Ka inh: -9; IL2 activator: -2.5; D3 ag: -5; WRN inhibitor: 4%; DRD3 antagonist: 4; GLP1R cytotox: inconclusive; GLP-1R inv ag: inconclusive; PLK1 PBD block: -2%; GLP-1R agonist: 1%

How did O=C1CCCN1CCCNC(=S)Nc1cccc2ccccc12 do in these assays?
PI5P4Ka inh: 5; IL2 activator: -0.5; D3 ag: -13; WRN inhibitor: -5%; DRD3 antagonist: -4; GLP1R cytotox: 8%; GLP-1R inv ag: 8%; PLK1 PBD block: -28%; GLP-1R agonist: 10%

Results for c1ccc2c(-c3nn[nH]n3)cccc2c1 ?
PI5P4Ka inh: -5; IL2 activator: -5.6; D3 ag: -6; WRN inhibitor: -15%; DRD3 antagonist: 11; GLP1R cytotox: 1%; GLP-1R inv ag: -8%; PLK1 PBD block: -14%; GLP-1R agonist: 0%

Results for COCCCNC(=S)NNC(=O)c1cc(-c2cccnc2)nc2ccccc12 ?
PI5P4Ka inh: -7; IL2 activator: -0.8; D3 ag: -4; WRN inhibitor: -8%; DRD3 antagonist: -7; GLP1R cytotox: -6%; GLP-1R inv ag: 20%; PLK1 PBD block: -1%; GLP-1R agonist: -2%

How did CCC(C)c1c(O)nc(SCC(=O)N2CCCCCC2)[nH]c1=O (stereo not drawn) do in these assays?
PI5P4Ka inh: inconclusive; IL2 activator: 0.4; D3 ag: 0; WRN inhibitor: 7%; DRD3 antagonist: 25; GLP1R cytotox: 4%; GLP-1R inv ag: 5%; PLK1 PBD block: -3%; GLP-1R agonist: 10%

What do the screens show for `COc1cccc(C(=O)NC(=O)Nc2nc(C)cc(C(F)(F)F)n2)c1`?
PI5P4Ka inh: 5; IL2 activator: 2.6; D3 ag: 0; WRN inhibitor: 5%; DRD3 antagonist: 14; GLP1R cytotox: -4%; GLP-1R inv ag: 38%[activator]; PLK1 PBD block: inconclusive; GLP-1R agonist: 4%

Results for Cc1cc(O)cc2c(=O)c3ccccc3sc12 ?
PI5P4Ka inh: -10; IL2 activator: 1.9; D3 ag: 0; WRN inhibitor: -4%[57.1 µM]; DRD3 antagonist: -13; GLP1R cytotox: 37%[activator]; GLP-1R inv ag: 69%[activator]; PLK1 PBD block: -24%; GLP-1R agonist: 18%
